High-throughput results: PubChem BioAssay, several laboratories
NR5A2 inv ag – NR5A2 inverse agonism in reporter assay. inhibition, % at 3.6 µM. O00482. 0.13% of 360,000 active. HEK293T StAR-luciferase reporter, LRH-1 transfected, 24 h. AID 602396;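 active means inhibition above the mean inhibition of all tested compounds plus 3 SD, cut at about 73% in these data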;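 further: 0% = DMSO wells and 100% = reporter-only cells lacking LRH-1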
NR2F2 inh – inhibitors of human COUP-TFII (NR2F2); 0.7% of 370,000 active; AID 686940; HEK293T NGFI-A luciferase reporter, luminescence; inhibition, % at 8.6 µM; P24468;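 active means inhibition above a per-plate cutoff, mean inhibition of test wells between control levels plus 3 SD, cut at about 38% in these data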;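 further: cells cotransfected with COUP-TFII expression vector driving the NGFI-A reporter; 0% = median of COUP-TF2 test wells and 100% = reporter-only cells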
TROY signal inh – TROY signaling inhibition; Q293 LMP1-TROYcd NF-kB luciferase reporter, 4 h; inhibition, % at 10 µM; 0.98% of 360,000 active; AID 1347056;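 active means compounds whose plate-normalised and pattern-corrected inhibition of the luciferase reporter signal at the single screening dose is 50% or more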
SRC1 inh – inhibits human SRC1 coactivator | HEK293 GAL4-SRC1 luciferase reporter, luminescence | Q15788 | 0.12% of 360,000 active | inhibition, % at 3.6 µM;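 active means inhibition above the campaign mean plus 3 SD, with each screening campaign given its own cutoff, cut at about 60% in these data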;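 further: 0% = DMSO treated cells and 100% = gossypol at 36 µM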
SRC2 inh – human SRC2 (NCOA2) inhibition | HEK293 GAL4-SRC2 luciferase reporter, luminescence | inhibition, % at 9 µM | 0.17% of 370,000 active | AID 651957;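 active means inhibition above the mean inhibition of all tested compounds plus 3 SD, set per campaign, cut at about 52% in these data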;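 further: 0% = DMSO treated cells and 100% = cells given Gossypol at 36 µM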
TLR9-MyD88 inh – TLR9-MyD88 interaction inhibition | Q9NR96+Q99836 | CHO BLA complementation TLR9-MyD88, CCF4 FRET ratio | inhibition, % at 4.98 µM | 0.21% of 340,000 active;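 active means inhibition above the mean over all tested compounds plus 3 SD, cut at about 21% in these data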;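 further: 0% = DMSO only wells and 100% = clavulanate BLA inhibitor control wells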
Target sequence (Q99836 whole entry, looked up): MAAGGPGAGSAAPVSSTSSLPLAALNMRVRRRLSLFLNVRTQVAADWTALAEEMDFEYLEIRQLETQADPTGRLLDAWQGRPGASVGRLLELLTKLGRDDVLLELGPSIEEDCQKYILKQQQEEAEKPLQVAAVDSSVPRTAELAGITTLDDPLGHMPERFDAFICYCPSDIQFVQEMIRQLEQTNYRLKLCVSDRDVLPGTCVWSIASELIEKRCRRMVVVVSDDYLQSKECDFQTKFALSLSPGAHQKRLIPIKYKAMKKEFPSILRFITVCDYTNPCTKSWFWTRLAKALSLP
Target sequence (Q9NR96 whole entry, looked up): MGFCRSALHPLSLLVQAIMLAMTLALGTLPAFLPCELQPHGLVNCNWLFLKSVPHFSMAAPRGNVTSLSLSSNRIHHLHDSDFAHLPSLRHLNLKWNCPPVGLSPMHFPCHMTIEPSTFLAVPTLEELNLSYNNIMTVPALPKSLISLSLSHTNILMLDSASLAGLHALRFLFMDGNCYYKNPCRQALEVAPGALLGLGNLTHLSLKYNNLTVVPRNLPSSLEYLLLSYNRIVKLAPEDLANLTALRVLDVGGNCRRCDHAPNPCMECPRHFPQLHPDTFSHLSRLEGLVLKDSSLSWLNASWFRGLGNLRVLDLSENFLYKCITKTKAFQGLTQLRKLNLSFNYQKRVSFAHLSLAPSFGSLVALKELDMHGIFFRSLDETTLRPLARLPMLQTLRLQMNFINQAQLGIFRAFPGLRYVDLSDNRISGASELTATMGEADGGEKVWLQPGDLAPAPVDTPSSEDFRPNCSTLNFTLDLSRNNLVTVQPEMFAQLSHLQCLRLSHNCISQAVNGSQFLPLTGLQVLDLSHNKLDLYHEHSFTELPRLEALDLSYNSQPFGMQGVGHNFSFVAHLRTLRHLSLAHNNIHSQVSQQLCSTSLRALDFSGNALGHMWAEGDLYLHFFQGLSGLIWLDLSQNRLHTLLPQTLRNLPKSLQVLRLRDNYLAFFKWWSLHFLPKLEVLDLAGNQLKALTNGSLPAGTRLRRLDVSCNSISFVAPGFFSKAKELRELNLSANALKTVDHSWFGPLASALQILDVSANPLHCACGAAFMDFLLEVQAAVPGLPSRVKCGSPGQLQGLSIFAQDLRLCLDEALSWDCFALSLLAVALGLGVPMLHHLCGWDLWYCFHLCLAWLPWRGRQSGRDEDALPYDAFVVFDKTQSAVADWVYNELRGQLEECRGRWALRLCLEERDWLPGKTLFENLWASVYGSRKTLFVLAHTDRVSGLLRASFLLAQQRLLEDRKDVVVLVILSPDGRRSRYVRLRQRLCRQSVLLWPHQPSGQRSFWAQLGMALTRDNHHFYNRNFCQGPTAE
NOD2 RIPK2 PPI – inhibitors of human NOD2-RIPK2 interaction | O43353 | AID 624267 | 0.38% of 360,000 active | inhibition, % at 4.98 µM | CHO BLA complementation NOD2-RIPK2, CCF4 ratio; in the data active means inhibition above about 21%;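 further: 0% = vehicle only and 100% = reference blocker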
LMP1 NFkB inh – reduces LMP1-driven NF-kappaB luciferase signal; 0.69% of 350,000 active; LMP1-induced NF-kappaB luciferase reporter cells, luminescence; inhibition, % at 12.5 µM; in the data active means inhibition above about 41%;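 further: 0% = neutral control wells and 100% = reference inhibitor control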
C8 TRAIL sens – sensitizes caspase-8 expressing cells to TRAIL | NB7+C8 cells + TRAIL, ATPlite viability luminescence | inhibition (viability loss, TRAIL sensitization), % at 10 µM | 1% of 360,000 active | AID 624354;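 active means compounds causing at least 50% loss of cell viability in the single-dose screen, relative to plate controls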
TWEAK Fn14 block – inhibitors of TWEAK-Fn14 interaction signaling; inhibition, % at 10 µM; AID 1159606; TWEAK-stimulated Fn14 reporter cells, luciferase luminescence, 8 h; 2% of 360,000 active; in the data active means inhibition above about 50%
SRC3 inh – human NCOA3 inhibition | Q9Y6Q9 | HEK293 GAL4-SRC3 luciferase reporter, luminescence | inhibition, % at 3.6 µM | 0.17% of 360,000 active;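 active means inhibition above a per-campaign cutoff, the mean of all compounds plus 3 SD, cut at about 60% in these data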;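 further: 0% = DMSO-treated cells and 100% = gossypol-treated cells at 36 µM; higher means less SRC3-driven luciferase light from the GAL4 reporter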
The depositor's hits bear a star; / = not tested or not shown. Some of the compounds tested (hit frequency here may not be typical).

SMILES	NR5A2 inv ag	NR2F2 inh	TROY signal inh	SRC1 inh	SRC2 inh	TLR9-MyD88 inh	NOD2 RIPK2 PPI	LMP1 NFkB inh	C8 TRAIL sens	TWEAK Fn14 block	SRC3 inh
COCCCn1c(SCC(=O)Nc2ccc(C(=O)OC)cc2)nc2ccccc2c1=O	4.3	0.4	-12.0	-11.5	-38.6	6.6	1.9	7.7	0.8	-11.3	2.7
CC1(C(=O)O)CCC(C(=O)NNC(=O)c2ccccc2Cl)C1(C)C (stereo not drawn)	4.2	7.3	-15.5	6.4	9.8	/	-2.2	/	10.5	3.2	-8.1
COc1ccc(C(=O)NC(=O)N2CCCCC2)cc1	10.1	-23.2	-3.2	-6.8	-4.9	-9.5	5.0	12.8	10.7	-8.9	5.8
O=C(c1ccc(Cl)c([N+](=O)[O-])c1)N(Cc1ccc(Cl)cc1)C1CCS(=O)(=O)C1 (stereo not drawn)	-4.8	-26.8	-18.1	-0.2	-13.9	0.8	4.3	1.4	12.7	9.3	5.6
Cc1sc(NC(=O)CN2CCCC2)nc1-c1ccc2c(c1)CCN2C(=O)c1ccc(F)cc1	0.5	-3.0	-3.6	-18.5	4.7	0.8	3.1	-1.9	-1.3	12.1	-1.8
COCCSc1nnc(NC(=O)C2CC(=O)N(c3ccccc3)C2)s1 (stereo not drawn)	0.5	12.5	-17.0	8.2	-4.1	3.6	-4.5	-12.7	-1.7	10.9	25.6
Cc1cccc(-c2nc(CS(=O)CC(=O)NCCCSC3CCCCC3)c(C)o2)c1 (stereo not drawn)	-0.4	7.6	9.6	-7.1	-10.0	2.7	3.2	7.6	-9.3	-16.9	11.2
CCn1c(=O)cc(SCC(=O)NCc2cccnc2)c2ccccc21	0.4	-17.5	-0.2	-3.2	-25.8	11.8	-9.7	0.0	-1.8	7.5	10.6
CCCCN(C=O)c1c(CC)nc2ccc(C(=O)NCCc3ccccn3)cn12	1.3	-18.8	-4.6	10.1	-23.4	/	4.6	/	-1.6	-16.5	-16.7
Cc1ccc(CNC(=O)C2CCCN(c3nc(C)cc(C)n3)C2)cc1 (stereo not drawn)	-6.2	2.1	-9.2	-9.8	14.6	-0.3	4.0	-0.9	-25.3	5.7	20.3
Cc1cc2c(cc1C)-c1nnnn1C(N1CCC(Cc3ccccc3)CC1)C(=O)N2 (stereo not drawn)	27.5	-14.4	/	/	-14.5	/	-5.3	/	10.8	/	/
O=C(Nc1cc(S(=O)(=O)N2CCOCC2)ccc1Cl)c1ccncc1	-4.4	-14.1	4.4	-5.5	-12.7	-0.9	-12.4	69.2*	-13.1	-12.3	8.1
COc1cc(C[C@H](C)[C@H](C)Cc2ccc3c(c2)OCO3)ccc1O	4.6	/	-21.6	-3.9	/	-0.8	7.1	-2.9	6.0	10.5	-5.0
O=C(O)CC1SC(=O)N(CC(=O)c2ccccc2)C1=O (stereo not drawn)	4.9	-10.2	15.5	-5.7	1.9	-2.4	6.1	11.3	-22.3	-3.6	-20.9
CCOC(=O)c1c(-c2ccc(C)o2)csc1N	-5.2	9.4	10.1	-6.4	12.9	-3.9	3.3	-4.4	-16.1	6.4	-6.2
COC(=O)\C(C(C)=O)=C(/C=C/C=C/C=C/N(C)C)N(C)C	2.6	-3.1	-25.3	-10.7	4.0	-171.3	-8.7	10.1	1.7	5.1	-4.3
COc1cccc(OC)c1Nc1nc(C)nc2c1nnn2Cc1ccccc1Cl	8.2	5.0	13.3	17.2	-4.8	-1.0	0.6	12.4	-8.4	17.8	7.8
CCn1nc(CC(=O)Nc2nnc(CC(=O)N3CCCCC3)s2)c2ccccc2c1=O	4.7	7.2	-5.3	-10.1	-12.7	-4.8	-7.2	3.3	7.2	6.0	-1.5
COc1ccccc1N1CCN(C(=O)c2cc3n(n2)C(C(F)(F)F)CC(c2ccco2)N3)CC1 (stereo not drawn)	-1.3	-9.2	18.6	2.9	5.5	-0.2	1.9	-4.9	-7.9	3.5	3.9
O=C(Cc1ccc(Cl)cc1)NNC(=O)C1CC=CCC1C(=O)O (stereo not drawn)	12.9	-11.6	5.8	-7.7	-11.5	-11.8	0.3	-8.8	-4.4	-6.8	-8.9
O=Cc1ccc(OCC(=O)NCC2CCCO2)cc1 (stereo not drawn)	9.6	-23.5	8.4	0.8	-15.5	-2.0	7.2	-3.9	-13.3	7.5	-2.7
Cc1cccc(C)c1NC(=O)C1C(c2ccc3c(c2)OCO3)=Nc2ccccc2N1C(=O)c1ccccn1 (stereo not drawn)	-17.1	-21.2	/	/	-23.2	/	-4.4	/	17.4	/	/
CC(C)C(=O)NNC(=O)c1csc(CS(=O)(=O)c2ccc(Cl)cc2)n1	9.1	0.0	-1.7	8.3	-19.2	-11.6	-5.5	-10.7	-11.9	17.3	13.6
Cc1cc(NS(=O)(=O)c2ccc(C(C)C)cc2)no1	-1.9	-4.2	-12.1	7.0	-15.5	-5.2	7.8	-5.7	0.0	10.1	-0.4
O=S(=O)(c1ccsc1)N1CC=C(c2ccccc2)CC1	9.3	-11.4	-44.0	-17.2	11.0	8.7	-0.4	0.0	-4.7	-23.6	4.5
Cc1cc(=O)n2nc(N3CCC(C(=O)Nc4cccc(Cl)c4C)CC3)sc2n1	0.8	-11.1	10.8	4.0	-27.2	-6.9	-4.3	-3.0	3.9	5.3	3.5
CCn1c(=O)c([N+](=O)[O-])c(NCCN(C)C)c2ccccc21	9.7	-24.3	-1.9	-7.2	-16.6	-2.4	-7.4	2.1	1.9	9.3	13.1
CCCCCC(=O)Nc1nc2ccccc2[nH]1	-102.2	-8.6	-25.5	-87.5	-56.0	-5.7	2.6	-20.0	28.3	7.8	-57.3
O=c1oc2ccccc2n1Cc1cccc(F)c1	5.3	-16.3	-21.6	-34.9	-36.4	-6.7	-7.4	4.1	1.3	6.1	10.7
CCc1nc2c(OCC(=O)C(C)(C)C)cccn2c1N(C)C(=O)c1ccccc1F	-14.6	14.1	-10.3	-10.8	9.8	/	5.8	/	-5.9	-1.6	-0.2
CCNC(=O)C(CCSC)NS(=O)(=O)c1ccc(C)cc1 (stereo not drawn)	-3.2	-3.9	-2.8	8.2	-31.1	5.8	11.7	-4.2	4.8	-1.4	-9.4
CCc1cc2cc3c(cc2nc1SCC(=O)Nc1c[nH]c(=O)[nH]c1=O)OCO3	-0.8	-6.3	-9.1	2.5	8.1	5.3	-10.2	7.4	-3.5	-14.9	12.1
c1ccc(-n2nnc3ccccc32)cc1	-4.9	-3.7	-11.0	-5.6	2.5	4.6	-2.4	-3.6	-0.5	-2.5	-0.9
COc1ccc(OC)c(NS(=O)(=O)c2ccc(-c3coc(C)n3)cc2)c1	1.4	/	13.3	3.3	/	3.2	6.6	4.7	-4.9	13.6	8.8
NS(=O)(=O)c1ccc(O)c(NC(=O)c2ccc([N+](=O)[O-])o2)c1	50.8	12.2	-12.4	5.4	20.7	4.3	0.7	2.9	3.4	-2.3	13.5
Cc1ccc(-c2nnn(CC(=O)N(CC(=O)NC3CCCCC3)c3ccccc3F)n2)o1	6.7	6.9	7.2	-11.4	2.3	7.4	0.8	-1.4	4.1	-18.2	-17.6

Compound profiles, as listed above. Screens in order: NR5A2 inv ag	NR2F2 inh	TROY signal inh	SRC1 inh	SRC2 inh	TLR9-MyD88 inh	NOD2 RIPK2 PPI	LMP1 NFkB inh	C8 TRAIL sens	TWEAK Fn14 block	SRC3 inh
CCn1c(=O)c([N+](=O)[O-])c(NCCN(C)C)c2ccccc21 is entered as 9.7	-24.3	-1.9	-7.2	-16.6	-2.4	-7.4	2.1	1.9	9.3	13.1
CC(C)C(=O)NNC(=O)c1csc(CS(=O)(=O)c2ccc(Cl)cc2)n1 is entered as 9.1	0.0	-1.7	8.3	-19.2	-11.6	-5.5	-10.7	-11.9	17.3	13.6
O=S(=O)(c1ccsc1)N1CC=C(c2ccccc2)CC1 is entered as 9.3	-11.4	-44.0	-17.2	11.0	8.7	-0.4	0.0	-4.7	-23.6	4.5

Next section
SMILES	NR5A2 inv ag	NR2F2 inh	TROY signal inh	SRC1 inh	SRC2 inh	TLR9-MyD88 inh	NOD2 RIPK2 PPI	LMP1 NFkB inh	C8 TRAIL sens	TWEAK Fn14 block	SRC3 inh
Cc1ccnc2nc(C(=O)OCC(=O)NC3CCCC(C)C3C)nn12 (stereo not drawn)	6.0	-4.0	-5.2	-6.6	-10.2	3.6	6.3	-14.0	4.8	-0.9	14.7
CCOc1ccccc1CN1CCN(Cc2[nH]c3ccccc3c2C)CC1CCO (stereo not drawn)	4.4	11.0	8.7	4.9	8.4	3.8	3.9	2.1	-2.2	-18.6	11.9
CC(/C=C/c1ccc2c(c1)OCO2)=N/NC(=O)c1ccncc1	-13.1	3.7	11.6	-20.6	-0.4	5.8	2.2	1.4	48.6	-23.5	7.7
c1ccc(CCCCc2ccncc2)cc1	1.2	4.5	-11.3	-0.2	14.5	0.4	-3.3	-6.0	-12.0	-11.7	-18.9
COc1cc(OC)cc(C(=O)N2CCN(S(C)(=O)=O)CC2)c1	5.3	11.2	9.5	10.7	-38.6	-6.2	-0.9	-9.7	-3.4	4.7	-18.4
Cc1nc(COC(=O)c2ccc(CO)cc2)cs1	12.4	-17.0	-38.8	-3.3	-5.1	-9.2	-1.4	-6.6	-2.4	-6.5	3.5
Cc1nn(Cc2ccc(Cl)cc2)c(C)c1NC(=O)CSc1nc2c(c(C(F)(F)F)n1)CCc1ccccc1-2	-13.9	11.1	18.6	-37.0	-14.9	7.9	-1.7	14.4	-7.9	22.9	-9.4
COc1ccccc1C(=O)COC(=O)C(CCSC)NC(=O)COc1ccccc1 (stereo not drawn)	4.8	10.0	-6.1	-8.1	-1.4	-2.1	0.7	-0.2	1.8	-11.3	13.0
O=C(CCCCCNC(=O)N1CCn2c1nc1ccccc12)NCc1ccc(F)cc1	12.7	12.9	12.4	16.0	12.1	-8.4	-6.0	-3.7	-3.1	17.4	2.1
CCCCP(=O)(CCCC)Cc1ccccc1	-4.8	-13.3	-13.3	1.3	-26.9	4.4	-3.8	0.7	-0.1	-0.1	0.4
COc1ccc(S(=O)(=O)N2CCCC2CNC(=O)C(=O)NCc2ccccc2Cl)cc1 (stereo not drawn)	9.9	-1.3	4.0	-6.0	7.7	-2.5	-8.2	3.2	11.3	-9.7	-6.0
CCCCCCCn1c2c(c(=N)c3ccccc31)CCC2	78.8*	73.7*	46.3	40.0	9.4	-10.5	6.5	21.3	60.5*	56.2*	63.5*
CC(C)CCOc1cccc(C2c3c(oc4ccccc4c3=O)C(=O)N2CCCN2CCOCC2)c1 (stereo not drawn)	1.5	2.1	-4.1	0.4	-6.2	-1.3	-5.2	3.1	9.0	10.4	12.0
C=CCSc1nc(C)c(CCCC)c(=O)[nH]1	-3.1	-8.2	-13.9	22.6	10.2	-0.4	-17.0	-6.3	0.4	6.1	3.2
CC(Sc1nc(NCc2ccccc2)nc(N(C)C)n1)C(=O)Nc1ccccc1 (stereo not drawn)	6.2	-2.1	-14.6	9.0	13.0	4.3	-11.9	-5.0	-7.7	-11.7	6.9
CCCNc1nc(=S)n(-c2ccccc2)c(C)c1C(C)=O	13.4	0.5	-1.1	4.3	2.2	10.9	1.3	-15.4	-1.9	-21.8	9.9
CCCCN(C1CCS(=O)(=O)C1)S(=O)(=O)c1ccc(OC)cc1 (stereo not drawn)	5.5	0.5	0.2	-0.7	3.9	6.7	5.5	-3.7	-1.2	2.1	-5.8
COc1ccc(S(=O)(=O)N2CCOC2CNC(=O)C(=O)NCc2ccco2)cc1 (stereo not drawn)	-1.9	-7.7	-13.5	-12.3	18.3	0.6	16.6	-0.3	-11.0	-5.6	4.3
